Bioassay records as filed in PubChem.
uPA generation = cell surface uPA generation inhibition. Potency, µM (series often up to 38.3 µM), for the others: top-dose activity change, negative = inhibition, most hits filed as inhibitors. cell surface uPA generation assay, qHTS. hit rate 0.31% among 330,000; active means well fitted inhibition curve with a large enough effect; inconclusive means small, poorly fitted or top-dose-only effect; inactive means no such curve, though single readings can be large or run the other way; tested in mouse RAW 264.7 cells; further: potency means the concentration at half of the fitted maximal effect; on the % scale 0 is the no-effect control and ±100 the full control effect; nearly all actives have a fitted effect of over 55% in size
TCR act = activators of T cell receptors; 330,000 tested, under 10 active; AID 504894; primary human leukocytes, anti-CD3, IL-2 HTRF, 48 h; Potency, µM (highest dose often 9.22 µM), inactives show at the top dose activation of IL-2 secretion, usual class: activators; further: % of control where 0% means no effect
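Primary human leukocytes incubated 48 hr with anti-CD3 beads plus compound, without co-stimulation. Secreted IL-2 measured by HTRF (europium cryptate/d2 anti-IL-2 pair, 320 nm excitation, 665 nm emission).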
Eya2 inh = inhibitors of human Eya2 phosphatase activity; O00167; recombinant Eya2, OMFP fluorescence dephosphorylation (OMFP is methylfluorescein phosphate); Potency, µM (top dose mostly 76.9 µM), for inactives: at the top dose activity, negative = inhibition, most hits filed as inhibitors; hit rate 0.006% among 330,000; AID 488837; further: potency means the concentration at half of the fitted maximal effect; on the % scale 0 is the no-effect control and ±100 the full control effect
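Eya2 protein (added as 0.2 uM solution) was preincubated with compound for 10 min at ambient temperature in 50 mM HEPES pH 7.5, 50 mM NaCl, 5 uM MgCl2, 0.05% BSA, 1 mM DTT. OMFP (added at 50 uM) then reacted 10 min; fluorescence read at 485/525 nm.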
ELG1 DNA repair = ELG1-dependent DNA repair inhibition; HEK293T ELG1-luciferase reporter, luminescence, 16 h; DNA damage induced by 5-fluorouridine; AID 504467; hit rate 2.3% among 330,000; Potency, µM (highest dose often 46.1 µM), without a hit: at the top dose activity change, negative = inhibition, actives largely listed as inhibitors; further: potency means the concentration at half of the fitted maximal effect; on the % scale 0 is the no-effect control and ±100 the full control effect; nearly all actives have a fitted effect of over 55% in size
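Luminescence from the luciferase reporter, measured 30 min after ONE-Glo reagent at room temperature, was the read-out. Beforehand, 2,000 cells per well were exposed for 16 hr at 37 °C to 5-fluorouridine together with compound or vehicle.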
BCR signal inh = blocks chronic active B-cell receptor signaling. Potency, µM (doses to about 46.1 µM), inactives show at the top dose ratio change, negative = lower green/red ratio, actives largely listed as inhibitors. AID 493014. hit rate 0.05% among 340,000. ABC-DLBCL IkBa-CBG/CBR reporter, luminescence ratio, 4 h; active means well fitted inhibition curve with a large enough effect in the signal ratio, with a control signal flat, not every such curve was filed as active; inconclusive means small, poorly fitted or top-dose-only effect, or effect the other way, or a change in a side signal; the % refers to the signal ratio;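 further: potency means the concentration at half of the fitted maximal effect; plate controls were basal doxycycline-induced cells for no effect and cells given 10 µM MG132 for full effect; MG132 reads +100%, hits lower the ratio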
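Doxycycline induced both beetle luciferases in TMD8 lymphoma cells; IKK-driven degradation limits the IkappaBalpha-fused green signal, while red luminescence normalises for cell number and nonspecific effects. Compounds tested up to 46 uM, 4 hrs.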
USP2a block = inhibitors of human ubiquitin-specific protease USP2a; hit rate 0.01% among 330,000; USP2 core, Ub-CHOP2 coupled fluorogenic reporter, 485/531; Potency, µM (top dose mostly 38.3 µM), inactives show top-dose activity change, negative = inhibition, most hits filed as inhibitors; O75604;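 further: potency means the concentration at half of the fitted maximal effect; plate controls were DMSO wells for no effect and full inhibition by NEM control for full effect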
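Deubiquitinase activity read as fluorescence (485/531 nm) after Ub-CHOP2 cleavage activates the enterokinase reporter on its substrate; USP2 core 10nM, Ub-CHOP2 and substrate 25nM each, 30min compound preincubation then 60min RT; data normalized to NEM, curves fitted.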
PTAP TSG101 blk = blocks PTAP/TSG101 interaction to inhibit HIV-1 budding; Q99816; AID 493005; Fluorescence polarization, FITC-PTAP peptide / Tsg101 binding; Potency, µM (doses to about 115 µM), for the others: top-dose activity change, negative = inhibition, usual class: inhibitors; 340,000 tested, under 10 active; active means well fitted inhibition curve with a large enough effect in the main read-out, with a control signal flat, not every such curve was filed as active; inconclusive means small, poorly fitted or top-dose-only effect, or effect the other way, or a change in a side signal; inactive means no such curve, though single readings can be large or run the other way; further: potency means the concentration at half of the fitted maximal effect; % of control where 0% means no effect
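Steps: Tsg101 binding domain dispensed (10 uM final), compounds pinned in DMSO, FITC-labeled PTAP-motif peptide added (50 nM final); after 20 min binding at room temperature, polarization measured.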
Mito fusion yeast = blocks mitochondrial division or promotes mitochondrial fusion | S. cerevisiae fusion-defective mutant growth rescue, CellTiterGlo 48 h | Potency, µM (highest dose often 46.1 µM), for the others: at the highest dose growth rescue (activation), most hits filed as activators | hit rate 0.23% among 320,000;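 further: potency means the concentration at half of the fitted maximal effect; % of control where 0% means no effect; nearly all actives have a fitted effect of over 45% in size; temperature-sensitive fusion mutants such as fzo1-1 at 37 °C on non-fermentable ethanol glycerol medium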
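Compounds are tested for their ability to restore growth of mitochondrial fusion-defective yeast strains at non-permissive 37C in YPEG medium over 48 hours. Viability is quantified by luciferase luminescence.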
Tb PFK block = blocks T. brucei phosphofructokinase; O15648; T. brucei PFK, ADP-Glo luminescence; Potency, µM (highest dose often 57.5 µM), for the others: at the top dose activity, negative = inhibition, most hits filed as inhibitors; hit rate 0.17% among 330,000; AID 485367;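 further: potency means the concentration at half of the fitted maximal effect; 0% = uninhibited 1x PFK enzyme wells and -100% = no-enzyme wells; nearly all actives have a fitted effect of over 60% in size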
Target sequence (O15648 whole entry, looked up): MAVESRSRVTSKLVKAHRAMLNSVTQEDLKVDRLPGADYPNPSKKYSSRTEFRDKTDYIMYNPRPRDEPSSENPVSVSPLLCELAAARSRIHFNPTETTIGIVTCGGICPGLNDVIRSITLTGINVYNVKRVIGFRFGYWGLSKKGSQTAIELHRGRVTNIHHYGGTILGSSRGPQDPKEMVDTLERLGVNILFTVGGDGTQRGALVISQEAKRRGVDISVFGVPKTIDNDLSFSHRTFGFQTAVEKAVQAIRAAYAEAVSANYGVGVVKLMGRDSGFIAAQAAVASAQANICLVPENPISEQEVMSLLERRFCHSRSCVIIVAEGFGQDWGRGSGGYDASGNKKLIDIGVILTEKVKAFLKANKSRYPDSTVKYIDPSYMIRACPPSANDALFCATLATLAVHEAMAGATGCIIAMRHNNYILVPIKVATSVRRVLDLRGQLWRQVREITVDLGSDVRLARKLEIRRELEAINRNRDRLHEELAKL
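PFK 1.25 nM, F6P 0.5 mM, ATP 0.1 mM, 0.1 M TEA pH 8.0, 5 mM MgCl2, 0.01% Tween20, 0.1% BSA; 45 min RT. ADP-Glo readout. qHTS titration up to 57 uM; curves fitted, compounds curve-classed.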
TSHR antagonist = antagonists of human thyroid stimulating hormone receptor; P16473; TSHR-expressing cells, TSH-stimulated cAMP HTRF, 2 h; hits give low values; activity change, negative = inhibition, % at 11.5 µM; hit rate 0.2% among 330,000;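 active means activity change below a set negative limit, meaning inhibition stronger than a set level, cut at about -70% in these data; inconclusive means activity change between two set negative limits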; further: on the % scale 0 is the no-effect control and ±100 the full control effect
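Inhibition of cAMP made by TSHR-expressing cells under TSH stimulation (4nM final, EC80; 2 h, 37 deg C) is quantified with a one-step lysis HTRF kit, anti-cAMP cryptate versus cAMP-d2.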
B2AR arrestin = beta2AR (human) beta-arrestin recruitment activity. P07550. beta-arrestin recruitment to beta2AR, cell-based reporter. Potency, µM (top dose mostly 46.1 µM), without a hit: top-dose activation, usual class: activators. hit rate 0.02% among 330,000;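 further: potency means the concentration at half of the fitted maximal effect; 0% = DMSO controls and full agonism = EC100 isoproterenol or metaproterenol; nearly all actives have a fitted effect of over 65% in size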
Target sequence (P07550 whole entry, looked up): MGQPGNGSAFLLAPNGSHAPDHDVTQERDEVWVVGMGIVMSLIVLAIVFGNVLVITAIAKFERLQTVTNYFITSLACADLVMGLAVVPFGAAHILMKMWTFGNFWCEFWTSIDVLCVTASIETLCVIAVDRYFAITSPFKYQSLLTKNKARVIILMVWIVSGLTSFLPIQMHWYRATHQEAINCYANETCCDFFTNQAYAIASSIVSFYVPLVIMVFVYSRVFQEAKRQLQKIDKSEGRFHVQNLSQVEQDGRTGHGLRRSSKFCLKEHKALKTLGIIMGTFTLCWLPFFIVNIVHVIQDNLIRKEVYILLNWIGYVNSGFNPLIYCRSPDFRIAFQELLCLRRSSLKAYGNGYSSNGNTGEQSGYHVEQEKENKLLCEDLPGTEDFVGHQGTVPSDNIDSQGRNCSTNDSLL
* marks the source's active call; other numbers are inactive results; ? = inconclusive; . = not tested or not shown; & = joins results of further samples; [ ] = remark or other dose. Unless noted, the call rests on the fitted dose curve; in most records, active means well fitted curve in the direction sought with a large enough effect; inconclusive means small, poorly fitted or top-dose-only effect, or another doubt; inactive means no such curve, though single readings can be large; an effect the other way counts as inactive or inconclusive. This is a random part of the collection; about 3% have a hit in one of these screens.

SMILES	uPA generation	TCR act	Eya2 inh	ELG1 DNA repair	BCR signal inh	USP2a block	PTAP TSG101 blk	Mito fusion yeast	Tb PFK block	TSHR antagonist	B2AR arrestin
CC(C(=O)Nc1ccc(N(C)C)cc1)N1C(=O)c2ccccc2S1(=O)=O (configuration not stated)	-2%	6%	-15%	22%	-9%	-1%	-1%	1%	-2%	-6	0.1%
Cc1ccc(N2CC(C(=O)OCc3ccccc3F)CC2=O)cc1 (configuration not stated)	-1%	2%	5%	6%	?	-2%	-9%	1%	2%	1	-0.2%
O=C(N/C(=C\c1ccco1)C(=O)N1CCOCC1)c1ccccc1Cl	1%	-1%	4%	0%	-1%	0%	0%	0%	4%	-9	0.0%
CC(C)C12CN3CC(C(C)C)(CN(C1)C3c1ccccc1)C2O (configuration not stated)	8%	.	1%	-3%	1%	-1%	-12%	0%	1%	6	-0.2%
CCOC(=O)CC(NC(=O)c1cc2cc(Br)ccc2oc1=O)c1cccc([N+](=O)[O-])c1 (configuration not stated)	-2%	3%[46.1 µM]	-1%	-7%	-3%	5%	-1%	-4%	-6%	1	-1.5%
CC1CCCCN1C(=O)c1ccc(S(=O)(=O)N2CCCCC2C)cc1 (configuration not stated)	1%	9%	4%	-13%	2%	3%	-6%	9%	2%	-6	-1.0%
O=C(COC(=O)c1cncc(Br)c1)NC12CC3CC(CC(C3)C1)C2	.	0%[46.1 µM]	2%	13%	-3%	3%	.	.	1%	10	0.2%
O=c1ccc2cc(S(=O)(=O)N3CCN(c4ccc(Cl)cc4)CC3)ccc2o1	0%	2%	-9%	-2%	?	0%	0%	2%	0%	-8	-0.5%
O=C(N/C(=C\c1ccc([N+](=O)[O-])cc1)C(=O)N1CCCCC1)c1ccccc1	1%	0%	2%	-13%	-1%	4%	0%	-1%	-6%	2	0.0%
CC(=O)Nc1cccc(N=NN2CCCCC2)c1	2%	10%	7%	?	1%	3%	1%	-1%	1%	-4	0.8%
O=C(N/N=C/c1ccc(OCC(=O)N2CCCCC2)cc1)c1ccccc1	-10%	-7%	-11%	-7%	?	3%	-4%	1%	14%	28	0.2%
C=C(C)Cn1c(-c2ccncc2)n[nH]c1=S	-11%	-6%	-9%	8%	2%	1%	1%	-3%	3%	3	-0.3%
Cc1ccccc1NC(=S)NCc1ccc(Cl)cc1	-1%	5%[46.1 µM]	3%	-2%	15%	1%	-3%	3%	4%	10	-0.4%
NC(=O)c1ccccc1NCC(=O)c1ccc(F)cc1	2%	7%	13%	0%	-10%	2%	?	2%	-4%	-3	8.5%
Cc1ccc(C(=O)/C=C/C(=O)O)cc1	?	0%[46.1 µM]	-14%	1%	?	3%	-2%	-10%	14%	4	-1.1%
Cc1cc(C)c(N=C2C(=O)Nc3ccccc32)c(C)c1	-1%	0%	?	?	1%	-1%	-8%	2%	-3%	14	3.1%
COc1ccc(CC(=O)N2CCCC(C)C2)cc1 (configuration not stated)	2%	-2%	-1%	?	0%	1%	-6%	0%	-7%	6	-0.5%
CCOc1ccc(CCNC(=O)C2(c3ccccc3)CC2)cc1OCC	6%	-1%	-2%	-1%	1%	5%	1%	1%	-1%	20	0.3%
CCOc1ccc(-c2c[n+](=O)c3c(n2[O-])CCCC3)c(OCC)c1	.	2%	5%	7%	-1%	6%	-3%	1%	1%	-1	-1.0%
Cc1c(Cl)cccc1NC(=O)CNC(=O)c1ccc2c(c1)OCCO2	6%	14%	4%	?	-3%	4%	-2%	.	6%	5	0.4%
CCN1CCN(C(=O)c2oc(=O)c3ccccc3c2-c2ccc(C)cc2)CC1	?	0%[46.1 µM]	0%	9%	1%	6%	-1%	-1%	0%	8	0.2%
CC1Cc2cc(S(=O)(=O)N3CCC(C(=O)Nc4ccccn4)CC3)ccc2N1C(=O)C1CCC1 (configuration not stated)	1%	0%	7%	?	8%	3%	-5%	1%	1%	-24	0.4%
O=C(O)CN1C(=O)/C(=C\c2cccc(OCc3ccccc3)c2)SC1=S	-4%	2%	-19%	?	5%	-1%	-4%	3%	2%	5	-0.4%
Cc1ccc(O)c(NC(=O)c2cc(-c3ccc(F)cc3)on2)c1	-7%	15%	-10%	?	?	1%	0%	-1%	-1%	-6	-0.2%
O=C(OCc1ccc(Cl)cc1Cl)c1cccnc1Cl	-1%	6%	3%	-1%	-16%	-9%	1%	?	-4%	-3	-0.2%
O=C(C[n+]1ccccc1)Nc1c(Cl)cc(Cl)cc1Cl	3%	2%	2%	17%	?	6%	-2%	7%	-8%	27	-1.0%
O=c1cc(CSc2ccccn2)nc(N2CCN(c3ccccc3)CC2)[nH]1	0%	-2%	-13%	0%	2%	4%	-3%	-6%	0%	-12	0.2%
O=C(N/C(=C/c1ccc(Br)cc1)C(=O)N1CCCC1=O)c1ccco1	?	9%	-1%	8%	-5%	-1%	0%	2%	3%	-28	0.1%
COC(=O)c1ccc(OCC2c3cc(OC)c(OC)cc3CCN2C(C)=O)cc1 (configuration not stated)	-7%	-7%	-5%	6.5µM*	?	2%	-2%	1%	-2%	-4	-0.2%
Cc1ccccc1C(=O)NCC(=O)OC(C)C(=O)Nc1cccc(S(=O)(=O)N2CCOCC2)c1 (configuration not stated)	-3%	0%	-1%	1%	0%	1%	-3%	3%	-1%	.	-0.5%
CCN(CC)CCCNC(=O)CCn1nc(-c2ccc(Cl)cc2)ccc1=O	-14%	-2%	-3%	3%	6%	1%	-1%	3%	0%	-2	-0.2%
O=c1c2ccccc2nc(COc2ccccc2)n1/N=C/c1ccc(O)c(O)c1	?	-4%	-5%	?	?	4%	-3%	4%	-2%	-3	0.5%
COc1cc(OC)cc(C(=O)N(CN2CCCC2=O)c2ccccc2OC)c1	-5%	0%	6%	2%	-2%	1%	-3%	-1%	-2%	-3	-0.5%
CC(C)(C)OC(=O)COc1cc(F)ccc1[N+](=O)[O-]	-3%	-2%	-5%	-2%	0%	1%	1%	0%	0%	-6	-0.1%
Cc1ccnc(SCC(=O)c2cccc([N+](=O)[O-])c2)n1	3%	5%[46.1 µM]	-5%	7%	?	5%	-6%	9%	-10%	2	-0.4%
CCc1cc(=O)oc2cc(OC(=O)c3ccco3)ccc12	5%	3%	-10%	1%	-1%	1%	-9%	-3%	-9%	11	-0.1%
COc1ccc2nc(C)cc(Nc3ccc(N4CCN(C)CC4)cc3)c2c1	?	5%	-10%	-6%	?	4%	-3%	-10%	3%	-4	0.4%
CN(CC(O)CN1CCOCC1)S(=O)(=O)O (configuration not stated)	-20%&-1%	-2%&8%	-8%&11%	-7%&18%	0%&5%	2%&6%	-2%&-1%	0%&-1%	-2%&2%	0&-1	-0.4%&-0.1%
CCN1C(=O)C(CC(=O)Nc2ccc(OC)cc2)N(CCc2ccccc2)C1=S (configuration not stated)	22%	3%	-5%	?	-27%	-4%	0%	1%	1%	19	0.0%
CN(c1ccccc1)c1nc(N)c([N+](=O)[O-])c(NC2CCCCC2)n1	-3%	3%	-16%	8%	2%	-2%	-3%	-1%	1%	1	0.1%
COc1ccc(CN(CC(=O)NCc2ccc(F)cc2)C(=O)CCC(=O)Nc2ccccn2)cc1	0%	-6%	15%	-14%	-5%	0%	0%	-4%	4%	-10	-0.4%
Cc1csc(=O)n1CC(=O)OCC(=O)N(CC(C)C)c1c(N)n(Cc2ccccc2)c(=O)[nH]c1=O	4%	1%	-1%	9%	-4%	-1%	0%	2%	0%	-9	-0.2%
COc1ccc(OC)c(S(=O)(=O)Nc2cccnc2)c1	.	0%	10%	3%	?	2%	-10%	-1%	2%	8	-0.2%
COc1cc2cc(CCOC(=O)N3CCCCC3)oc(=O)c2cc1OC	-12%	5%	3%	-6%	-3%	2%	-3%	0%	-1%	9	-3.5%
O=C(Nc1ccc(N2CCCC2)cc1)c1ccccc1F	?	-2%[46.1 µM]	5%	?	?	-13%	-4%	-6%	1%	-9	0.0%
